Screens: PubChem BioAssay, several laboratories
BaF3 tox: parental Ba/F3 cell viability inhibition, counter-screen for JAK2V617F inhibitor project, murine pro-B, CellTiter-Glo luminescence | CellTiter-Glo ATP luminescence | inhibition, % at 5.6 µM | 220,000 tested, 1.1% active | AID 1486, 2009;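 active means inhibition above a per-campaign cutoff, the mean inhibition of all tested compounds plus 3 SD, cut at about 27% in these data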;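 further: 0% = DMSO wells and 100% = JAK Inhibitor I control wells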
Mdm2 ligase inh: MDM2-luciferase reporter signal enhancers, primary screen, MDM2 E3 ligase inhibitor project, cell-based, luminescence, 1536-well | AID 1230, 2008 | E3 ubiquitin-protein ligase Mdm2 (Homo sapiens), Q00987 | signal enhancement, % at 5 µM | 210,000 tested, 0.11% active | cell-based MDM2 ubiquitination luciferase reporter, 2 h; 0 = plate control, 100 = twice control, blank-subtracted;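 active means signal enhancement of 30% or more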;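 further: luminescence tracks abundance of the self-degrading MDM2-luciferase fusion protein; higher signal means inhibition of MDM2 E3 ligase activity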
Target sequence (Q00987 whole entry, looked up, the tested form may be a part): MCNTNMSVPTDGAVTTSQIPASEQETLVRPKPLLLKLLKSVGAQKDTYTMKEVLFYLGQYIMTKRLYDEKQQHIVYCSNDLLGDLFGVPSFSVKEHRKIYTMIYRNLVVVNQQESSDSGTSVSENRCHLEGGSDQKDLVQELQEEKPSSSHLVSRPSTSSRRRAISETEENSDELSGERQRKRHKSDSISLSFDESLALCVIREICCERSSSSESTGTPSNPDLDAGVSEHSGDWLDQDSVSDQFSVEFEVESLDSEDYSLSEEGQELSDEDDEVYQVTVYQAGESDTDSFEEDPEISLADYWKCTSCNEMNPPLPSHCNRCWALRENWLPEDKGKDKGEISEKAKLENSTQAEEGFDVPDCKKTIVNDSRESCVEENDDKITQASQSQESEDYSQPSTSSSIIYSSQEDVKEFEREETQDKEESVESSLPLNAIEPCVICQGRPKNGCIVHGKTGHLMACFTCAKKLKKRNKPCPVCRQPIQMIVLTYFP
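system = mammalian cells stably expressing self-ubiquitinating, self-degrading MDM2 E3–luciferase fusion | quantity = 2000 cells per well seeded | incubation = 4 h cell settling then 2 h compound exposure, 37 °C | signal = SteadyLite luminescence, 15 min reagent step | benchmarks = plate control and blank wells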
PERK inhibitor: block of dimerizer-induced PERK translation repression, primary screen, PERK inhibitor project, CHO PERK-DD cells, SEAP luminescence, HTS; CHO PERK-DD fusion, SEAP luminescence translation reporter; Eukaryotic translation initiation factor 2-alpha kinase 3 (Homo sapiens), Q9NZJ5; 220,000 tested, 0.17% active; inhibition, % at 5.6 µM;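 active means inhibition above the mean inhibition of all tested compounds plus 3 SD, set separately per screening campaign, cut at about 2.9% in these data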;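 further: PERK kinase domain activated by AP20187 dimerizer at 100 nM; 0% = DMSO with dimerizer and 100% = rapamycin at 8.4 µM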
Wee1 degr inh: Wee1 degradation inhibitors, primary screen, cell-based, HeLa, Wee1K328M-luciferase, luminescence. HeLa Luc-Wee1K328M stability; 100% = proteasome inhibitor MG132 effect. reporter increase, % at 5 µM. 220,000 tested, 1.2% active;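 active means activation above the mean of all tested compounds plus 3 SD, set per screening run, cut at about 8.8% in these data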;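 further: cells exposed to compound for 20 h before luminescence read; 0% = DMSO alone and 100% = MG132 at 30 µM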
Target sequence (P30291 whole entry K328M): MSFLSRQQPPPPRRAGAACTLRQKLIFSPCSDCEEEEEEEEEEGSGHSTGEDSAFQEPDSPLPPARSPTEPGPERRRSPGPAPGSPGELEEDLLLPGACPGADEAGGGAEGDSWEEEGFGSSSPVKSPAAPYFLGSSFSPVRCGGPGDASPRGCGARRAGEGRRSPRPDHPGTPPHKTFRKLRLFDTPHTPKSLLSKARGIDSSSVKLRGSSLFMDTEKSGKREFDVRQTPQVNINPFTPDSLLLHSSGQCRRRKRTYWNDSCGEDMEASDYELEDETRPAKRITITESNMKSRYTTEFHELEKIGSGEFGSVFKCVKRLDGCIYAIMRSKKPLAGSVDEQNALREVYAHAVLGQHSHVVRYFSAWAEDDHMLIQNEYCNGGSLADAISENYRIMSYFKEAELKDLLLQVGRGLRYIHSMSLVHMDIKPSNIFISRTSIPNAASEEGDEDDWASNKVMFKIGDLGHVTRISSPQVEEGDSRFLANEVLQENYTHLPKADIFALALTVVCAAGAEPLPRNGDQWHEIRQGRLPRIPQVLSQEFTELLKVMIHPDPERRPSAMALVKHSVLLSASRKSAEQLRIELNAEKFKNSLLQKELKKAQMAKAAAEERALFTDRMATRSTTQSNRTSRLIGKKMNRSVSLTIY
Ba/F3 V617F tox: reduced viability of JAK2V617F-dependent Ba/F3 cells, primary screen, JAK2V617F inhibitor project, cell-based, Ba/F3 EpoR-JAK2V617F, luminescence; inhibition, % at 5.6 µM; ATP luminescence; 220,000 tested, 1.1% active; AID 1446, 2008;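 active means inhibition above the campaign mean plus 3 SD over all tested compounds, cut at about 24% in these data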;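 further: cytokine-independent growth of Ba/F3 cells driven by EpoR plus mutant JAK2; 0% = DMSO-treated cells and 100% = JAK inhibitor I control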
NPY2 pot ag: NPY-Y2 potentiators or agonists, primary screen, cell-based | Neuropeptide Y receptor type 2 (Homo sapiens), P49146 | 220,000 tested, 0.45% active | cells expressing NPY-Y2, potentiator/agonist read-out | activation, % at 3.6 µM; in the data active means activation above about 27%;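 further: cells stimulated with NPY near EC25 plus isoproterenol at EC100; 0% = vehicle plus submaximal agonist and 100% = vehicle plus saturating agonist; some results beyond the cut were filed as inactive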
eIF4E 4G PPI: eIF4E–eIF4G protein interaction inhibitors, primary screen, biochemical, uHTS, TR-FRET, eIF4GI fragment; TR-FRET eIF4E-eIF4GI(517-606) binding, 2 h; inhibition, % at 21.7 µM; 220,000 tested, 0.37% active;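 active means inhibition above about 30%, limit read from the data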;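 further: 0% = full FRET control wells and 100% = background wells lacking eIF4GI fragment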
S1P4 ag: S1P4 receptor agonists, primary screen, cell-based. S1P4-expressing cell line, agonist reporter assay. AID 1509, 2009. 220,000 tested, 0.35% active. activation, % at 4.98 µM. Sphingosine 1-phosphate receptor 4 (Homo sapiens), O95977; in the data active means activation above about 11%;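 further: 0% = DMSO vehicle and 100% = reference agonist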
S1P4 antag: S1P4 receptor antagonists, primary screen, cell-based; 220,000 tested, 0.26% active; Sphingosine 1-phosphate receptor 4 (Homo sapiens), O95977; S1P4-expressing cells, antagonist mode, reporter read-out; inhibition, % at 4.98 µM; in the data active means inhibition above about 29%;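 further: 0% = wells stimulated with agonist and 100% = vehicle wells without agonist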
Active calls of the source: *; nt = no result given; & = joins results of further samples; [ ] = remark or other dose. This is a subset. The share of hits here may be higher or lower than overall.

SMILES	BaF3 tox	Mdm2 ligase inh	PERK inhibitor	Wee1 degr inh	Ba/F3 V617F tox	NPY2 pot ag	eIF4E 4G PPI	S1P4 ag	S1P4 antag
CN1CCCC(C(=O)c2ccc(Cl)cc2)C1 (stereo not drawn)	6	-1	1.5	3	-3	-4	2	1.1	-11
Cn1c(O)c(C=NCCN2CCN(C(=O)c3ccccc3)CC2)c(=O)n(C)c1=O	-4	-14	1.4	5	-3	6	nt	0.9	-11
O=c1[nH]c(=O)n(CCC2=CCCCC2)c(O)c1/C=N/Nc1ccccc1	-3	-6	0.3	1	-1	-9	14[fluorescence artefact?]	0.9	-1
CCc1nc2ccccc2c(=O)n1-c1ccccc1[N+](=O)[O-]	2	-12	-0.2	2	-1	14	8	0.6	-6
CCN(CC)c1ccc(/C=C/[N+](=O)[O-])cc1	0	-4	0.3	-2	0	-1	0	4.9	9
Cc1cnn(C2CCN(C)CC2)c1N	3	-13	-1.1	2	3	-1	3	1.4	-13
COC(=O)[C@]1(C)C[C@H]1[C@H](NP(=O)(c1ccccc1)c1ccccc1)c1ccccc1	8	nt	-1.0	3	0	0	5	0.0	4
C=CCN1CC[C@]23c4c5ccc(O)c4O[C@H]2C(=O)CC[C@@]3(O)[C@H]1C5	2	-3	1.6	1	-3	6	8	-2.2	-14
CCOP(=O)(OCC)C(NC(=O)CN1C(=O)c2ccccc2S1(=O)=O)C(Cl)(Cl)Cl (stereo not drawn)	4	-8	-0.3	-4	-3	12	1	0.7	0
CCNC(=S)NCCC1=c2ccccc2=N/C1=C\c1c(O)n(C)c(=O)n(C)c1=O	-3	-9	1.2	1	-2	-14	-3	-1.1	1
Cc1nc2ccccc2c(=O)n1-c1cccc(O)c1	4	-2	1.0	0	1	1	1	0.6	-9
Cc1ccc(CN2CCN(Cc3ccccc3)CC2)cc1	3	-5	-0.4	0	1	-10	0	0.5	-6
CCOc1ccc(CC2(CCc3ccncc3)C(=O)NC(=O)NC2=O)cc1	4	1	0.9	-2	-4	4	-2	0.2	-21
O=C(/C=C/c1c[nH]c2ccccc12)c1c(O)n(CCc2ccccc2)c(=O)[nH]c1=O	34*	-16	0.1	-2	-1	-7	2	1.4	7
Cn1c(O)c(C=Nc2ccccc2Sc2ccccc2)c(=O)n(C)c1=O	4	-2	0.3	5	-1	4	2[fluorescence artefact?]	1.4	-33
O=C1NC(=O)[C@]2(Cc3ccccc3N3CCN(c4ccccc4)CC32)C(=O)N1Cc1ccccc1 (stereo partly drawn)	2	-7	-1.1	-1	-1	1	5	-0.7	8
O=C(Nc1ccccc1)c1c(O)c2c(n(Cc3ccco3)c1=O)CCCC2	4	-2	1.4	0	0	-20	-4	1.1	0
N#Cc1ccc(OCC(=O)N2CCN(Cc3ccc4c(c3)OCO4)CC2)cc1	3	-12	0.2	-3	1	-7	-3	0.0	-11
O=C(c1cc(-c2ccncc2)nc2ccccc12)N1CCC2(CC1)OCCO2	2	-12	-1.5	2	-1	5	3	-0.3	-5
CC(=O)N1CN2CN(C(C)=O)CC(C(=O)c3ccc([N+](=O)[O-])cc3)(C2)C1	3	-1	0.7	-2	-8	-16	-1	1.2	-8

Arranged by heavy-atom count (rising): three of the compounds above
SMILES	BaF3 tox	Mdm2 ligase inh	PERK inhibitor	Wee1 degr inh	Ba/F3 V617F tox	NPY2 pot ag	eIF4E 4G PPI	S1P4 ag	S1P4 antag
Cn1c(O)c(C=Nc2ccccc2Sc2ccccc2)c(=O)n(C)c1=O	4	-2	0.3	5	-1	4	2[fluorescence artefact?]	1.4	-33
O=C(/C=C/c1c[nH]c2ccccc12)c1c(O)n(CCc2ccccc2)c(=O)[nH]c1=O	34*	-16	0.1	-2	-1	-7	2	1.4	7
O=C1NC(=O)[C@]2(Cc3ccccc3N3CCN(c4ccccc4)CC32)C(=O)N1Cc1ccccc1 (stereo partly drawn)	2	-7	-1.1	-1	-1	1	5	-0.7	8

Following part:
SMILES	BaF3 tox	Mdm2 ligase inh	PERK inhibitor	Wee1 degr inh	Ba/F3 V617F tox	NPY2 pot ag	eIF4E 4G PPI	S1P4 ag	S1P4 antag
COc1cc2[nH]c(=O)n(-c3cccc(Cl)c3)c(=O)c2cc1OC	3	-6	-1.6	-2	2	5	7	2.0	-20
CCOc1ccc(/C=C2/C(=O)NC(=O)N(CCc3ccc(F)cc3)C2=O)cc1	3	16	1.8	-2	-2	5	10	0.8	1
O=C(O)c1cccc2c1NC(C(=O)O)C1CC(Sc3ccccc3[N+](=O)[O-])C(Cl)C21 (stereo not drawn)	3	-5	1.0	-2	-3	0	26[fluorescence artefact?]	1.9	-12
Cn1c(O)c(C(=NCCN2CCCCC2)c2ccccc2Cl)c(=O)n(C)c1=O	3	-9	-0.7	4	-4	12	-6[fluorescence artefact?]	-0.3	2
CCCC1(CCC)C(=O)NC(=Nc2ccccc2)NC1=O	5	nt	1.0	0	-1	4	13	-0.8	9
CC(C)CN1CCN(Cc2c(F)cccc2Cl)CC1CCO (stereo not drawn)	4	-14	0.8	1	-4	-8	2	0.9	-1
CCCCOCCCN1C(C)=CC(=C2C(=O)NC(=S)NC2=O)C=C1C	-3	-17	0.6	1	-2	-2	1	-0.1	-8
CCCCn1c(NS(=O)(=O)c2ccc(C)cc2)c(C(=O)OCC)c2nc3ccccc3nc21	6	5	0.1	-3	0	7	3	1.2	-6
Cc1cc(NC(=O)COC(=O)c2c(C)nn(Cc3ccccc3)c2Cl)no1	9	5	-0.9	-2	19	-26	2	0.8	3
COc1cccc(C2=NOC(C(=O)N3CCC4(CC3)OCCO4)C2)c1 (stereo not drawn)	3	-25	0.4	8	-2	7	4	-1.1	-5

A draw from above in order of count of non-hydrogen atoms, falling.
SMILES	BaF3 tox	Mdm2 ligase inh	PERK inhibitor	Wee1 degr inh	Ba/F3 V617F tox	NPY2 pot ag	eIF4E 4G PPI	S1P4 ag	S1P4 antag
CCCCn1c(NS(=O)(=O)c2ccc(C)cc2)c(C(=O)OCC)c2nc3ccccc3nc21	6	5	0.1	-3	0	7	3	1.2	-6
O=C(O)c1cccc2c1NC(C(=O)O)C1CC(Sc3ccccc3[N+](=O)[O-])C(Cl)C21 (stereo not drawn)	3	-5	1.0	-2	-3	0	26[fluorescence artefact?]	1.9	-12
CCOc1ccc(/C=C2/C(=O)NC(=O)N(CCc3ccc(F)cc3)C2=O)cc1	3	16	1.8	-2	-2	5	10	0.8	1
Cc1cc(NC(=O)COC(=O)c2c(C)nn(Cc3ccccc3)c2Cl)no1	9	5	-0.9	-2	19	-26	2	0.8	3
CC(=O)N1CN2CN(C(C)=O)CC(C(=O)c3ccc([N+](=O)[O-])cc3)(C2)C1	3	-1	0.7	-2	-8	-16	-1	1.2	-8
COc1cccc(C2=NOC(C(=O)N3CCC4(CC3)OCCO4)C2)c1 (stereo not drawn)	3	-25	0.4	8	-2	7	4	-1.1	-5
COc1cc2[nH]c(=O)n(-c3cccc(Cl)c3)c(=O)c2cc1OC	3	-6	-1.6	-2	2	5	7	2.0	-20
CC(C)CN1CCN(Cc2c(F)cccc2Cl)CC1CCO (stereo not drawn)	4	-14	0.8	1	-4	-8	2	0.9	-1
CCCC1(CCC)C(=O)NC(=Nc2ccccc2)NC1=O	5	nt	1.0	0	-1	4	13	-0.8	9

More entries follow:
SMILES	BaF3 tox	Mdm2 ligase inh	PERK inhibitor	Wee1 degr inh	Ba/F3 V617F tox	NPY2 pot ag	eIF4E 4G PPI	S1P4 ag	S1P4 antag
C=CCn1c(O)c(C=NCCN2CCNCC2)c(=O)[nH]c1=O	2	-5	-0.4	2	-4	-1	3[fluorescence artefact?]	2.3	-3
O=c1[nH]c(=S)n(-c2ccccc2F)c(O)c1C=Nc1ccc(N2CCOCC2)cc1	6	1	1.2	1	-4	-5	7	-0.8	10
CC1=C(C(=O)Nc2ccccc2)SCCO1	1	-1	1.0	-2	-2	-9	-6	1.7	2
CC(c1ccccc1)(c1ccccc1)c1ccncc1	9	-7	0.8	-1	1	13	2	1.8	-24
O=C(c1cn(Cc2ccccc2)c2ccccc12)C1CC1	8	0	1.0	-1	2	-3	-1	0.7	-3
Fc1ccc(CNCCc2ccccc2F)cc1	7	-2	-0.3	0	-2	-7	-2	-2.2	-1
CC12CCC3C(CC=C4CC5(CCC43C)OCCO5)C1CCC2=O (stereo not drawn)	10	-10	0.3	1	1	-7	-1	0.7	-6
COC(=O)CC1(CC(=O)OC)C(=O)NC(=O)NC1=O	-3	4	0.1	1	-5	14	4	0.0	8
Cc1ccc(OCCSC2=NN2c2cc(C)nc(N)n2)cc1	-1	0	1.7	3	-2	-5	0	0.5	-11
O=C(c1ccc(Cl)cc1)C1CCCN(Cc2ccc3ncccc3c2)C1 (stereo not drawn)	8	-15	-0.2	-3	3	4	2	2.1	-14
Clc1ccc(C2NCCc3[nH]cnc32)cc1 (stereo not drawn)	5	-3	0.7	-2	-2	1	-4	-0.8	-10
CC(=O)Nc1ccc2c(c1)CC1(C(=O)N(C)C(=O)N(C)C1=O)C1CCCN21 (stereo not drawn)	5	-5	0.4	3	1	4	-3	1.0	-8
Cn1c(O)c(C=NCCCCCCCCCCC(=O)O)c(=O)n(C)c1=O	-3	-4	1.7	1	-3	-11	-8	0.1	-1
C=CCn1c(=O)c(C=Nc2cccc([N+](=O)[O-])c2)c(O)n(CCCC)c1=O	0	6	-0.9	5	-3	-12	2[fluorescence artefact?]	1.1	-1
CCc1c(C)nc(N)nc1N1N=C1SC	5	-6	0.2	-2	-1	1	-1	-0.9	1
COc1ccc(N2C(=O)/C(=C/c3cccs3)C(=O)NC2=S)cc1	0	-9	1.3	1	1	1	-7	1.1	-8
CCCNC(=O)N1CCC2(CC1)OCCO2	3	1	0.6	2	-3	5	4	4.6	9
COc1cc(CC2(CCc3ccncc3)C(=O)N(C)C(=O)N(C)C2=O)cc(OC)c1OC	11	-13	-0.2	5	7	-4	-1	2.6	-8
CCN(CC)c1ccc(N=Cc2c(O)n(Cc3ccccc3)c(=O)[nH]c2=O)cc1	7&1	-16&0	0.8&-0.6	-2&2	0&0	3&7	0&-3	-0.4&2.1	-1&3
COc1ccccc1N1CCN(Cc2ccc(F)cc2)CC1	6	-5	-0.6	14*	6	-5	1	-1.0	2
CN1CCC(O)(c2ccccc2)C2CCCC21 (stereo not drawn)	3	-9	0.4	-1	0	1	5	2.6	0
Cc1cc(=O)n(-c2ccccc2)n1-c1ccccc1	8	10	0.6	-1	5	-22	-16	0.7	-10
N#Cc1ccc(N2CCNCC2)c(F)c1	2	-10	0.4	3	0	14	-2[fluorescence artefact?]	2.4	-7
CC1CCN(C(=O)C(C)Cl)CC1 (stereo not drawn)	-2	-1	-0.4	-2	1	-3	0	-0.9	-4
Cn1c(=O)cc(OCC(=O)N2CCN(Cc3ccc4c(c3)OCO4)CC2)c2ccccc21	2	-11	-1.6	-1	-2	-14	1	2.5	1
